Source: PubChem BioAssay
RGS4 inhibitor: Inhibitors of Regulator of G Protein Signaling (RGS) 4: qHTS; Regulator of G-protein signaling 4 (Homo sapiens), P49798; Transcreener GDP fluorescence polarization, RGS4-accelerated GTP hydrolysis; Potency, µM (highest dose often 114 µM), for inactives: top-dose activity change, negative = inhibition, actives largely listed as inhibitors; 390,000 compounds, 0.039% hits; also: % is scaled to controls: 0 for no effect and ±100 for the full control effect; nearly all actives have a fitted effect of over 75% in size; some results filed as inactive show a strong effect at the top dose
Target sequence (P49798 whole entry, looked up): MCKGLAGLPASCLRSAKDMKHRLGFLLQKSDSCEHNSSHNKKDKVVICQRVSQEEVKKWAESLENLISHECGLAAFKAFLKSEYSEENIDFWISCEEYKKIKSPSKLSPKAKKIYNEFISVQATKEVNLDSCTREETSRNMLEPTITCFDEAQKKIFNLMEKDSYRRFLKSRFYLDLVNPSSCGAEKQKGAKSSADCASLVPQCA
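MLSMR compounds (23 nl, pin-transferred) preincubated 10 min at room temperature with a 500nM (2x) first reagent, then RGS4 at 900nM (2x) plus Transcreener GDP mix added; fluorescence polarization (620/688 nm) read before and after 90 min at 30 °C.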
mIDH1 inhibitor: qHTS for Inhibitors of mutant isocitrate dehydrogenase 1 (IDH1): qHTS. IDH1-R132H enzyme, NADPH consumption, diaphorase/resazurin fluorescence. 390,000 compounds, 0.093% hits. Potency, µM (series often up to 76.6 µM), for inactives: top-dose activity change, negative = inhibition, hits mostly inhibitors. Isocitrate dehydrogenase [NADP] cytoplasmic (Homo sapiens), O75874; also: % is scaled to controls: 0 for no effect and ±100 for the full control effect; nearly all actives have a fitted effect of over 65% in size
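IDH1-R132H (0.5 ug/mL dispensed) in pH 7.5 Tris buffer was preincubated 30 min with compound, then given a substrate mix of 0.016 mM NADPH and 2 mM alpha-KG for 80 min at room temperature; remaining NADPH was read by diaphorase/resazurin fluorescence.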
ALOX12 inh: Primary qHTS assay for inhibitors of human arachidonate 12S-lipoxygenase (ALOX12): Round 2 | Polyunsaturated fatty acid lipoxygenase ALOX12 (Homo sapiens), P18054 | purified 12hLO, xylenol orange hydroperoxide absorbance | Potency, µM (top dose mostly 108 µM), for inactives: at the highest dose activity change, negative = inhibition, most hits filed as inhibitors | 580,000 compounds, 1.1% hits | AID 1671190, 2021; also: % is scaled to controls: 0 for no effect and ±100 for the full control effect
Target sequence (P18054 whole entry, looked up): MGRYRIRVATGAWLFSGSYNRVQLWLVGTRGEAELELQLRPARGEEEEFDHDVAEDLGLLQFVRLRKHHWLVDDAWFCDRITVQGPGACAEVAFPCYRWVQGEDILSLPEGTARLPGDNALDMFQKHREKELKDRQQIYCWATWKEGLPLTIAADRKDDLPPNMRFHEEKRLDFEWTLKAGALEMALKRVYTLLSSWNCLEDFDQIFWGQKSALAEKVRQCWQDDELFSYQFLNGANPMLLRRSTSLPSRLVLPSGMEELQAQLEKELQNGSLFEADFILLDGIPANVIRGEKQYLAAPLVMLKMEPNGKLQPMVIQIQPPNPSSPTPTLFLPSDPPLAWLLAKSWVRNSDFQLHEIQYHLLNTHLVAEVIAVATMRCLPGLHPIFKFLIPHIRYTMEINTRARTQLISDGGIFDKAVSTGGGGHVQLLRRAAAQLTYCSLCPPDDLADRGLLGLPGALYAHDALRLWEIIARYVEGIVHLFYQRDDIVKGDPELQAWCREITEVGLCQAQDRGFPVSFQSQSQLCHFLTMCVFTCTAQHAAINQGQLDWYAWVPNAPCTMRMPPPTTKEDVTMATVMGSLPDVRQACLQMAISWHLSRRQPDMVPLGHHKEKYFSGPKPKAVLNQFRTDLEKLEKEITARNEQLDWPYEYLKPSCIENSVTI
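Purified human 12hLO at 150 nM in 25 mM Hepes, 0.01% Triton X-100, pH 7.0, preincubated 15 min at room temperature with compound. Reaction started with 40 uM arachidonic acid, 30 min at room temperature. Hydroperoxide measured by Fe-xylenol orange, 573/405 nm absorbance ratio.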
RXFP1 ag: qHTS Assay for Agonists of the Relaxin Receptor RXFP1. AID 2676, 2010. HEK293T-RXFP1 cAMP TR-FRET, 30 min; response scale: percent of porcine relaxin response, buffer zero. 370,000 compounds, 0.3% hits. Potency, µM (series often up to 57.5 µM), inactives show at the top dose activation, usual class: activators. Relaxin receptor 1 (Homo sapiens), Q9HBX9; also: % is scaled to controls: 0 for no effect and ±100 for the full control effect; nearly all actives have a fitted effect of over 60% in size; many of its hits are not listed in these tables
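HEK293 cells stably expressing RXFP1, treated 30 min at 37C with compounds plus PDE4 inhibitor Ro 20174; cAMP measured by HTRF TR-FRET. Normalized to buffer and 29 nM porcine relaxin; EC50 by Hill fit.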
Vif-APOBEC3F blk: qHTS for Inhibitors of Vif-A3F Interactions: qHTS | HeLa A3F-eYFP + Vif (tagged APOBEC3F with the HIV-1 protein that degrades it), YFP fluorescence increase | Potency, µM (doses to about 46.1 µM), for inactives: at the highest dose activity, negative = active | 390,000 compounds, 0.2% hits | AID 602313, 2012; also: % of control where 0% means no effect; nearly all actives have a fitted effect of over 65% in size
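HeLa cells stably expressing A3F-eYFP plus Vif, plated and incubated overnight at 37 deg C, then exposed to compounds overnight at 37 deg C. Blocked degradation read as raised yellow fluorescence (Ex 488/Em 500-530).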
USP1 inh: Inhibitors of USP1/UAF1: Primary Screen | Ubiquitin carboxyl-terminal hydrolase 1 (Homo sapiens), O94782 | Potency, µM (series often up to 57.1 µM), for inactives: at the top dose activity change, negative = inhibition, actives largely listed as inhibitors | AID 743255, 2014 | recombinant USP1/UAF1, Ub-Rhodamine cleavage fluorescence | 390,000 compounds, 0.23% hits; also: % is scaled to controls: 0 for no effect and ±100 for the full control effect; nearly all actives have a fitted effect of over 60% in size; inactives centre near -12
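High-throughput fluorogenic screen: 1nM USP1/UAF1 complex, Ub-Rho substrate 150nM final, 50mM HEPES pH 7.8 with 0.5mM EDTA, 0.1 mg/ml BSA, 1mM TCEP and 0.01% Tween-20.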
Vif-A3G inh: qHTS for Inhibitors of Vif-A3G Interactions: qHTS | 410,000 compounds, 0.076% hits | Potency, µM (top dose mostly 46.1 µM), for the others: at the top dose activity, negative = active, hits mostly inhibitors | AID 602310, 2012 | HeLa A3G-eYFP + Vif (tagged APOBEC3G with the HIV-1 protein that degrades it), YFP fluorescence, overnight | DNA dC->dU-editing enzyme APOBEC-3G (Homo sapiens), Q9HC16;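 also: % is scaled to controls: 0 for no effect and ±100 for the full control effect; nearly all actives have a fitted effect of over 60% in size; hits raise eYFP signal because A3G escapes Vif-driven loss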
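Read-out is eYFP fluorescence (Ex 488/Em 500-530) from Vif-expressing HeLa A3G-eYFP cells; more signal means A3G escaped Vif-mediated degradation. Cells plated overnight, compound pinned in, incubated overnight at 37 deg C.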
TrxR1 substrate: qHTS Assay for Substrates of Mammalian Selenoprotein Thioredoxin Reductase 1 (TrxR1): qHTS. Potency, µM (titrated, usually from 114 µM), inactives show at the highest dose activity change, negative = substrate turnover. purified TrxR1 substrate turnover, NADPH consumption readout. AID 588456, 2011. Thioredoxin reductase 1, cytoplasmic (Rattus norvegicus), O89049. 390,000 compounds, 0.01% hits; also: % is scaled to controls: 0 for no effect and ±100 for the full control effect; nearly all actives have a fitted effect of over 50% in size
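Rat TrxR1, dispensed at 90 nM, was prereduced with 400 uM NADPH (final) for 5 min at ~22 deg C, then incubated with compound 15 min before 400 uM selenite. A first-read NADPH fluorescence drop versus no-compound background flagged substrates.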
rTrxR1 inhibitor: qHTS Assay for Inhibitors of Mammalian Selenoprotein Thioredoxin Reductase 1 (TrxR1): qHTS | Thioredoxin reductase 1, cytoplasmic (Rattus norvegicus), O89049 | recombinant rTrxR1, NADPH fluorescence consumption, selenite substrate | Potency, µM (doses to about 114 µM), inactives show at the highest dose activity change, negative = inhibition, actives largely listed as inhibitors | 390,000 compounds, 1% hits; also: % is scaled to controls: 0 for no effect and ±100 for the full control effect; nearly all actives have a fitted effect of over 65% in size
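Rat TrxR1 (90 nM in the dispensed reagent) was pre-reduced with 400 uM NADPH for 5 min at room temperature, then incubated with compound for 15 min. After 400 uM selenite was added, NADPH fluorescence (Ex 340/Em 450 nm) was followed for 8 min.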
* = called active by the depositor; [ ] = another dose, or the depositor's remark. Calls follow the shape of the dose curve; as a rule, active = well fitted curve in the direction sought with a large enough effect; inconclusive = small, poorly fitted or top-dose-only effect, or another doubt; inactive = no such curve, though single readings can be large; an effect the other way counts as inactive or inconclusive. Potency is read from the fitted curve at half-maximal effect.

What do the screens show for `Cn1c(CCCOc2ccc(Cl)cc2Cl)nnc1SCC(=O)Nc1ccc(F)c(Cl)c1`?
RGS4 inhibitor: -12%; mIDH1 inhibitor: -1%; ALOX12 inh: -16%; RXFP1 ag: 2.7%; Vif-APOBEC3F blk: 6%; USP1 inh: -7%; Vif-A3G inh: 1%; TrxR1 substrate: -11%; rTrxR1 inhibitor: -8%

What do the screens show for `CC1(C)COCN1C(=O)c1ccc(C#N)cc1`?
RGS4 inhibitor: 27%; mIDH1 inhibitor: -9%; ALOX12 inh: 3%; RXFP1 ag: 0.0%; Vif-APOBEC3F blk: -16%; USP1 inh: -11%; Vif-A3G inh: 0%; TrxR1 substrate: 8%; rTrxR1 inhibitor: 44%

What do the screens show for `O=C(Cn1ncc2c([nH]c3ccccc32)c1=O)N1CCOCC1`?
RGS4 inhibitor: -4%; mIDH1 inhibitor: -5%; ALOX12 inh: -13%; RXFP1 ag: 0.1%; Vif-APOBEC3F blk: 0%; USP1 inh: -21%; Vif-A3G inh: 4%; TrxR1 substrate: 14%; rTrxR1 inhibitor: 19%

How did O=C(NCc1ccccc1)c1cnc2n(c1=O)CCS2 do in these assays?
RGS4 inhibitor: 27%; mIDH1 inhibitor: -6%; ALOX12 inh: -20%; RXFP1 ag: 0.2%; Vif-APOBEC3F blk: inconclusive; USP1 inh: 7%; Vif-A3G inh: -9%; TrxR1 substrate: -10%; rTrxR1 inhibitor: inconclusive

How did COc1cccc(CN2CCN(c3cccc(C(F)(F)F)c3)CC2)c1OC do in these assays?
RGS4 inhibitor: 22%; mIDH1 inhibitor: 4%; ALOX12 inh: inconclusive; RXFP1 ag: -1.1%; Vif-APOBEC3F blk: -8%; USP1 inh: -23%; Vif-A3G inh: 2%; TrxR1 substrate: 5%; rTrxR1 inhibitor: 16%

What do the screens show for `Cc1ccc(CNC(=O)c2nn(C)c3c2CSc2ccc(C)cc2-3)cc1`?
RGS4 inhibitor: -11%; mIDH1 inhibitor: 0%; ALOX12 inh: -16%; RXFP1 ag: 0.5%; Vif-APOBEC3F blk: 1%; USP1 inh: 0%; Vif-A3G inh: -6%; TrxR1 substrate: 0%[57.1 µM]; rTrxR1 inhibitor: 17%[57.1 µM]

What do the screens show for `CC(NC(=O)c1ccc2c(c1)OCO2)c1cccc(C(F)(F)F)c1` (stereo not given)?
RGS4 inhibitor: 9%; mIDH1 inhibitor: 3%; ALOX12 inh: 19%; RXFP1 ag: -2.4%; Vif-APOBEC3F blk: 1%; USP1 inh: -7%; Vif-A3G inh: 0%; TrxR1 substrate: -5%; rTrxR1 inhibitor: 11%

How did O=[N+]([O-])c1ccc2c(c1)C(=Nc1ccccc1)c1ccccc1-2 do in these assays?
RGS4 inhibitor: 14%; mIDH1 inhibitor: 4%; ALOX12 inh: 0%; Vif-APOBEC3F blk: -5%; USP1 inh: -24%; Vif-A3G inh: -10%; TrxR1 substrate: 6%[57.1 µM]; rTrxR1 inhibitor: 8%[2.29 µM]

Results for CC1=C(C(=O)OCc2ccccc2)C(c2ccc(Cl)cc2)NC(=O)N1CCCCCC(=O)O (stereo not given) ?
RGS4 inhibitor: 14%; mIDH1 inhibitor: inconclusive; ALOX12 inh: -17%; RXFP1 ag: 0.2%; Vif-APOBEC3F blk: 5%; USP1 inh: -5%; Vif-A3G inh: -3%; TrxR1 substrate: -2%; rTrxR1 inhibitor: 4%

What do the screens show for `COc1ccc(OC)c(CCNC(=O)c2cc3c(-c4ccccc4F)nn(C)c3s2)c1`?
RGS4 inhibitor: -9%; mIDH1 inhibitor: 9%; ALOX12 inh: -16%; RXFP1 ag: 0.8%; Vif-APOBEC3F blk: -8%; USP1 inh: -24%; Vif-A3G inh: -1%; TrxR1 substrate: -10%; rTrxR1 inhibitor: 4%

How did CC(OC(=O)Cn1c(C(F)(F)F)nc2ccccc21)C(N)=O (stereo not given) do in these assays?
RGS4 inhibitor: 3%; mIDH1 inhibitor: 2%; ALOX12 inh: 5%; RXFP1 ag: 0.9%; Vif-APOBEC3F blk: -4%; USP1 inh: 0%; Vif-A3G inh: 1%; TrxR1 substrate: 0%; rTrxR1 inhibitor: 13%

What do the screens show for `Fc1cccc(-c2cc3nc4c(c(N5CCOCC5)n3n2)CCCC4)c1`?
RGS4 inhibitor: 18%; mIDH1 inhibitor: -3%; ALOX12 inh: -8%; RXFP1 ag: -2.4%; Vif-APOBEC3F blk: -2%; USP1 inh: -14%; Vif-A3G inh: 1%; TrxR1 substrate: 53%[activator]; rTrxR1 inhibitor: 103%[activator]

Results for Cc1ccc2c(C(=O)N3CCN(c4ccccc4)CC3)cc(-c3cccnc3)nc2c1C ?
RGS4 inhibitor: -4%; mIDH1 inhibitor: 5%; ALOX12 inh: 0%; RXFP1 ag: 4.5%; Vif-APOBEC3F blk: -5%; USP1 inh: -11%; Vif-A3G inh: -9%; TrxR1 substrate: 6%[57.1 µM]; rTrxR1 inhibitor: 26%[57.1 µM]

How did Cc1oc(-c2ccccc2F)nc1CS(=O)(=O)CC(=O)NCc1ccccc1Cl do in these assays?
RGS4 inhibitor: 16%; mIDH1 inhibitor: -2%; ALOX12 inh: -24%; RXFP1 ag: 0.0%; Vif-APOBEC3F blk: 4%; USP1 inh: -26%; Vif-A3G inh: 4%; TrxR1 substrate: 4%[57.1 µM]; rTrxR1 inhibitor: 4%[57.1 µM]

How did Cc1ccc(NC(=O)CSc2nc3ccc(NC(=O)c4ccco4)cc3s2)c(C)c1 do in these assays?
RGS4 inhibitor: -13%; mIDH1 inhibitor: 0%; ALOX12 inh: -19%; RXFP1 ag: 0.0%; Vif-APOBEC3F blk: -1%; USP1 inh: -8%; Vif-A3G inh: 1%; TrxR1 substrate: 4%; rTrxR1 inhibitor: 6%

How did CCOC(=O)C(=O)Nc1ccc(F)cc1 do in these assays?
RGS4 inhibitor: 24%; mIDH1 inhibitor: 2%; ALOX12 inh: 463%[activator]; RXFP1 ag: -0.3%; Vif-APOBEC3F blk: 0%; USP1 inh: -3%; Vif-A3G inh: 1%; TrxR1 substrate: -12%; rTrxR1 inhibitor: -13%

What do the screens show for `CCOC(=O)[C@H]1[C@H]2COc3ccc(C)cc3[C@@H]2N2C(=O)CN(Cc3ccc(F)cc3)C(=O)[C@@]12C`?
RGS4 inhibitor: 7%; mIDH1 inhibitor: -5%; ALOX12 inh: -1%; RXFP1 ag: 0.4%; Vif-APOBEC3F blk: 0%; USP1 inh: -28%; Vif-A3G inh: -4%; TrxR1 substrate: -1%; rTrxR1 inhibitor: 17%

How did CC(NC(=O)OCc1ccccc1)c1ccccc1 (stereo not given) do in these assays?
RGS4 inhibitor: -26%; mIDH1 inhibitor: 8%; ALOX12 inh: 30%[activator]; Vif-APOBEC3F blk: 12%; USP1 inh: 0%; Vif-A3G inh: 0%; TrxR1 substrate: 2%[57.1 µM]; rTrxR1 inhibitor: -4%[57.1 µM]

What do the screens show for `CN1CCN(S(=O)(=O)c2ccc(N(C)Cc3cccs3)nc2)CC1`?
RGS4 inhibitor: -14%; mIDH1 inhibitor: 6%; ALOX12 inh: -20%; RXFP1 ag: -0.5%; Vif-APOBEC3F blk: 5%; USP1 inh: -15%; Vif-A3G inh: 1%; TrxR1 substrate: 3%; rTrxR1 inhibitor: 21%

Random excerpt: 2 records from the list.
What do the screens show for `O=C(Cn1ncc2c([nH]c3ccccc32)c1=O)N1CCOCC1`?
RGS4 inhibitor: -4%; mIDH1 inhibitor: -5%; ALOX12 inh: -13%; RXFP1 ag: 0.1%; Vif-APOBEC3F blk: 0%; USP1 inh: -21%; Vif-A3G inh: 4%; TrxR1 substrate: 14%; rTrxR1 inhibitor: 19%

How did O=C(NCc1ccccc1)c1cnc2n(c1=O)CCS2 do in these assays?
RGS4 inhibitor: 27%; mIDH1 inhibitor: -6%; ALOX12 inh: -20%; RXFP1 ag: 0.2%; Vif-APOBEC3F blk: inconclusive; USP1 inh: 7%; Vif-A3G inh: -9%; TrxR1 substrate: -10%; rTrxR1 inhibitor: inconclusive

A portion of the library; rates above refer to the full screens.
